High-throughput results (PubChem)
FBW7 act: FBW7 E3 ligase activators, primary screen, biochemical, AlphaScreen, human; normalized activity (activation), % at 26.1 µM; 650,000 compounds, 0.13% hits; AlphaScreen FBW7–phospho-cyclin E peptide binding, activator screen; AID 1259310, 2017; F-box/WD repeat-containing protein 7 (Homo sapiens), Q969H0; in the data active = normalized activity above about 1.9%;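 also: purified mutant Fbw7 with reduced substrate affinity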
GPR151 ag: activators of human GPR151, primary screen, cell-based, PathHunter beta-arrestin, luminescence. G-protein coupled receptor 151 (Homo sapiens), Q8TDV0. PathHunter beta-arrestin GPR151 cells. activation, % at 11.2 µM. 650,000 compounds, 1% hits. AID 1508602, 2020; in the data active = activation above about 4.9%;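 also: 0% = median of compound wells and 100% = cells with positive control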
Target sequence (Q8TDV0 whole entry, looked up): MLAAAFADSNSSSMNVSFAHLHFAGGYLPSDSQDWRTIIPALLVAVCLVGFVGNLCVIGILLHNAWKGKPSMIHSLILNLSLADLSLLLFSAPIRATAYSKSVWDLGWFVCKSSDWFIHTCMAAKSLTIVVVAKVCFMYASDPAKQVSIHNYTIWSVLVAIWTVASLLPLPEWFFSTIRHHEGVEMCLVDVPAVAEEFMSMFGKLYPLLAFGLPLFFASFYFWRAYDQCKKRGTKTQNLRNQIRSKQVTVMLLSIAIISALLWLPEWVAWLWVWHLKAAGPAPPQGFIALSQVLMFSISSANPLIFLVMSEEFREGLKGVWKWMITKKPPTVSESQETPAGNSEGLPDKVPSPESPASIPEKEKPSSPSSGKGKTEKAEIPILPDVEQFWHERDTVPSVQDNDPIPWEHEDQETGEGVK
MITF primary: MITF inhibitors, primary screen, biochemical, AlphaScreen, human; AID 1259374, 2018; 650,000 compounds, 0.91% hits; AlphaScreen MITF homodimerization, bead proximity signal; inhibition, % at 2.6 µM; in the data active = inhibition above about 50%;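 also: 0% = vehicle wells with protein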
Target sequence (O75030 whole entry, looked up): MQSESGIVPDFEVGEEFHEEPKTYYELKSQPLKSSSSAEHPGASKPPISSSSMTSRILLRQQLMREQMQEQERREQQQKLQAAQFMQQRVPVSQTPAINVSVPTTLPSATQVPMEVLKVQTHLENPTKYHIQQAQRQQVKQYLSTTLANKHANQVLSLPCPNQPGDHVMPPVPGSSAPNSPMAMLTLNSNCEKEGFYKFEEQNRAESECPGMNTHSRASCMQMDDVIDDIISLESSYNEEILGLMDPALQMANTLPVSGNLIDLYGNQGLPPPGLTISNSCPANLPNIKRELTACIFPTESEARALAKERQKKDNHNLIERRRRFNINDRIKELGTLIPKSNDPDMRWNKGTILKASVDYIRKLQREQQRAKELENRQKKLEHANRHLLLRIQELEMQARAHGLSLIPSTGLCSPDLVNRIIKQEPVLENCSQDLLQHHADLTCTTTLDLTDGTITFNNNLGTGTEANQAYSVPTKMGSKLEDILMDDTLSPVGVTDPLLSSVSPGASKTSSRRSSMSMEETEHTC
TEAD-YAP block: TEAD-YAP interaction inhibition, primary screen, TEAD-YAP interaction inhibitor project, luminescence, HEK-TIYL cells | 640,000 compounds, 1.4% hits | inhibition, % at 9.12 µM | TEAD-Gal4/YAP UAS-luciferase luminescence; in the data active = inhibition above about 32%;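 also: 0% = median of test compound wells and 100% = reference inhibitor wells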
* hit, by the source's call; / = not tested or not shown.

SMILES	FBW7 act	GPR151 ag	MITF primary	TEAD-YAP block
O=C(O)/C(=C/c1ccc(Br)cc1)NC(=O)c1ccco1	0.1	-0.2	-21	6
COc1ccc(C2=CC(c3cccc4ccccc34)n3ncnc3N2)cc1 (configuration not stated)	-0.2	1.0	3	5
CCOC(=O)c1ccc(N2C(=O)CC(N3CCN(C45CC6CC(CC(C6)C4)C5)CC3)C2=O)cc1 (configuration not stated)	0.0	0.4	-6	7
COc1cccc(N2CC(c3nc4ccccc4n3CC(=O)N3CCOCC3)CC2=O)c1 (configuration not stated)	0.2	1.7	4	8
Cc1c(Cl)cccc1NC(=O)/C(C#N)=C/c1ccc(N2CCOCC2)o1	0.0	1.3	7	-19
CCCNC(=O)c1csc(NCC)n1	0.8	0.3	5	2
COc1ccc(C2CC(c3ccc(Br)cc3)=NN2C(=O)CSc2nnc(CNC(=O)c3cccc(F)c3)n2C)cc1 (configuration not stated)	0.2	1.8	3	12
O=C(Nc1c2c(nn1-c1cccc(Cl)c1)CS(=O)C2)c1cccc(C(F)(F)F)c1 (configuration not stated)	0.1	0.4	9	-1
Cc1ccc(/C=N/NC(=O)c2snnc2C)o1	-0.2	-0.3	-15	-1
CCOc1ccc(-c2nn(-c3ccccc3)cc2C2C(C(=O)OC)=C(C)NC(C)=C2C(=O)OC)cc1	0.1	-0.8	21	-21
Cc1ccc(C(=O)O/N=C(\N)c2ccncc2)cc1[N+](=O)[O-]	0.0	-0.6	-13	-30
O=C(CSc1nnc(-c2ccco2)c(-c2ccco2)n1)Nc1nccs1	-0.1	2.5	5	10
CCOc1ccc2ccccc2c1/C=N/n1cncn1	0.3	-0.2	13	-2
CC(=O)c1cccc(-c2ncc(C(=O)NCc3cccc(C(F)(F)F)c3)s2)c1	0.0	1.9	1	-11
Cc1csc(NC(=O)c2nc3nc(C)cc(C)n3n2)n1	-0.4	-2.2	-4	-47
Cc1ccccc1OCCCNCCN1CCOCC1	0.1	-1.2	1	6
COc1ccc(N2C3=C(C(=O)CC(C)(C)C3)C(c3cccc(F)c3)C3=C2CC(C)(C)CC3=O)c(OC)c1	0.0	-0.2	3	-6
NC(=O)c1c(NC(=O)c2cccnc2Cl)sc2c1CCC2	0.3	0.5	25	-13
O=C(O)CSC1c2ccccc2C(=O)N1Cc1ccccc1 (configuration not stated)	0.0	-1.4	10	10
CC12CCC(C(=O)NCC3CCCO3)(OC1=O)C2(C)C (configuration not stated)	-0.1	-0.1	-7	-6
Cc1ccc(C2=N/C(=C3/OC(=O)c4ccccc43)C(=O)O2)cc1	0.0	-1.8	-2	-43
CC(C)CCOc1ccc(/C=N/n2cnnc2)cc1	0.1	0.2	-1	1
O=C(Cc1cn(-c2ccc(Nc3ccc(N4CCOCC4)cc3)nn2)c2ccccc12)NCc1ccccc1	0.2	-1.3	14	48*
Cc1c(C(=O)NC2CC2)oc2ccc(S(=O)(=O)N3CCCC(C)C3)cc12 (configuration not stated)	0.0	1.1	-1	8
COc1ccccc1CNC(=O)/C=C/c1ccc(Cl)cc1	0.1	-0.6	9	-1

Reprinted from the part before: 5 compounds, followed by the next part.
SMILES	FBW7 act	GPR151 ag	MITF primary	TEAD-YAP block
Cc1ccc(C2=N/C(=C3/OC(=O)c4ccccc43)C(=O)O2)cc1	0.0	-1.8	-2	-43
CC(C)CCOc1ccc(/C=N/n2cnnc2)cc1	0.1	0.2	-1	1
O=C(Cc1cn(-c2ccc(Nc3ccc(N4CCOCC4)cc3)nn2)c2ccccc12)NCc1ccccc1	0.2	-1.3	14	48*
Cc1c(C(=O)NC2CC2)oc2ccc(S(=O)(=O)N3CCCC(C)C3)cc12 (configuration not stated)	0.0	1.1	-1	8
COc1ccccc1CNC(=O)/C=C/c1ccc(Cl)cc1	0.1	-0.6	9	-1
CCn1c(C)nc2cc(C(=O)NNC(=O)Cc3cccc4ccccc34)ccc21	0.1	1.4	21	5
Nc1ncnc2c1ncn2C1CCCO1 (configuration not stated)	0.4	-1.4	9	-3
Cc1nc(-c2ccc(S(=O)(=O)N3CCCCCC3)cc2)cs1	-0.1	-1.0	5	-21
COC(=O)c1ccc(-n2c(/C=C/c3cc(OC)c(OC)c(OC)c3)nc3cc(Cl)ccc3c2=O)cc1	0.2	-0.7	14	-1
CCOC(=O)c1c(NC(=O)CSc2nnc3cc(C)c4ccccc4n23)sc(C)c1C	-0.1	-0.8	-6	0
N#Cc1c(C(Cl)(Cl)Cl)nc(=O)n2nc(N3CCOCC3)n(-c3ccccc3)c12	0.1	-0.7	8	14
CN(C)CCn1cc(C=O)c2ccccc21	0.3	-1.0	-1	3
COc1ccc(CCNC(=O)c2cc(COc3c(F)cccc3F)on2)c(OC)c1	0.0	0.2	-7	-18
COc1ccc(C(=O)Nc2ccnn2C2CCN(C(=O)C#Cc3ccccc3)CC2)cc1	0.1	-0.9	-6	-6
O=C(NCCNCc1cccnc1)c1ccco1	-0.1	1.5	-5	0
O=C(CSc1nnnn1-c1cccnc1)NCc1cccs1	0.2	0.1	2	-3
O=C(COc1ccc(Cl)cc1)NCCN1CCCC1	0.2	1.7	19	10
COc1ccc(CC2CC(=O)N(c3ccc(C)cc3)C2=O)cc1 (configuration not stated)	-0.1	-0.2	5	-6
CN(CCN1CCc2ccccc2C1)c1nc2nonc2nc1N1CCOCC1	-0.1	-0.2	37	-1
COc1ccc(NC(=O)NC2c3ccccc3Oc3ccccc32)cc1OC	0.7	-1.3	5	6
COc1cccc2cc(-c3csc(Nc4cc(C(F)(F)F)ccc4Cl)n3)c(=O)oc12	-0.1	-0.2	0	5
COc1cccc(-c2csc(N3CCN(C(=O)c4ccccc4C)CC3)n2)c1	0.0	0.2	22	-2
CCCc1cc(=O)[nH]c(Nc2ccccc2OCC)n1	0.0	-1.1	7	10
COc1ccccc1CNC(=O)c1ccc2snnc2c1	-0.2	1.3	6	-6
COc1ccc(C2C(C(=O)N3CCN(c4ccccc4OC)CC3)c3cc(OC)c(OC)cc3C(=O)N2C)cc1OC (configuration not stated)	0.1	0.3	2	-15
O=c1c2sccc2nc(SCc2cc(=O)n3ccccc3n2)n1Cc1ccc2c(c1)OCO2	0.6	-1.7	8	-3
CCCC(=O)N(c1ccc(C)c(Cl)c1)C1C=CS(=O)(=O)C1 (configuration not stated)	-0.1	4.0	4	2
O=C(NCCCN1CCCC1=O)C1CCCN(C(=O)N2CCOc3ccccc32)C1 (configuration not stated)	-0.1	0.7	-6	2
CC(=O)NCCOC(=O)Nc1sc(=S)n(C)c1C	0.2	-0.4	8	-5
CCc1ccccc1NC(=O)CSc1nc2c(sc(=S)n2-c2cc(C)ccc2F)c(=O)n1-c1ccc(C)cc1	0.0	-0.6	6	8
Continued:
SMILES	FBW7 act	GPR151 ag	MITF primary	TEAD-YAP block
COc1ccc2c(c1)C(C)(Cc1ccc(C(F)(F)F)nc1)C(=O)N2 (configuration not stated)	0.1	1.5	19	-4
CN(CC(=O)Nc1ccc(C(N)=O)cc1)CC(=O)Nc1ccccc1C(F)(F)F	-0.1	-0.5	5	5
Nc1nnc(CC(=O)N/N=C/c2ccc(OCc3ccc(Cl)cc3Cl)cc2)s1	-0.2	-0.1	7	6
CSc1nnc(NC(=O)C(C)C)s1	-0.2	0.1	3	-6
CCCC1=NN(C(=O)COc2ccccc2C)C(O)(C(F)(F)F)C1 (configuration not stated)	-0.2	0.0	-9	-9
N#Cc1cc(N/N=C/c2ccccc2O)c([N+](=O)[O-])cc1C#N	0.0	0.3	20	14
O=C1OC(c2cccc([N+](=O)[O-])c2)=N/C1=C\c1coc2ccccc2c1=O	0.3	0.5	14	2
CCN(c1ccccc1)c1cc(NC)[n+](C)c(C)n1	-0.1	-0.4	10	/
O=C1c2c(O)cc(O)cc2OC(c2ccc(O)c(O)c2)C1O (configuration not stated)	0.0	1.9	14	-1
Cc1ccc(Cl)cc1N(CC(=O)N1CCCC1)S(=O)(=O)c1ccccc1	0.1	-0.3	12	2
Cc1ccc(S(=O)(=O)Cn2nnnc2CN2CCN(c3cccc(Cl)c3)CC2)cc1	0.4	-0.9	-1	-5
CCN(CC)c1ccc2cc(C(=O)Nc3ccccc3C)c(=N)oc2c1	0.0	0.8	-7	-9
CN1CCN(c2nccn3c(-c4cccc(Cl)c4)cnc23)CC1	-0.1	-1.2	12	12
O=c1c2ccccc2cnn1-c1ccc2ccccc2c1	0.3	-2.5	-1	-10
O=C(c1ccccc1[N+](=O)[O-])N1CCN(c2ccccc2)CC1	-0.1	0.7	-1	2
Cc1ccc2c(c1)CN(CCNC(=O)CCc1ccco1)CC(C)O2 (configuration not stated)	0.0	0.7	13	0
Cc1ccc(NS(=O)(=O)c2cc(-c3n[nH]c(=O)c4ccccc34)ccc2C)cc1	0.2	1.2	-4	7
CCOC(=O)c1cc(C)sc1NC(=O)c1cccc(Br)c1	-0.1	-0.8	9	-6
COc1ccc(NC(=O)c2cc3cccc(OC)c3oc2=Nc2ccc(C(=O)O)cc2)cc1OC	0.0	-1.3	4	16
C/C(=N/NC(=O)c1ccncc1)c1cccs1	-0.1	-0.9	-18	-12
C/C(=N\O)c1cccc([N+](=O)[O-])c1	-0.3	0.0	0	21
CC(=O)c1c(Cl)nc2ccc(Cl)cc2c1-c1ccccc1	0.1	-1.3	20	5
CCC(=O)Nc1nc(-c2ccccc2OC)cs1	0.1	0.2	1	-18
Cc1ccc2c(c1)cc(CN(Cc1cccs1)C(=O)NC1CCCCC1)c1nnnn12	0.1	0.3	1	12
CC1(C)CC(NC(=O)c2ccc(Cl)c(Cl)c2)CC(C)(C)N1	0.0	-0.4	0	0

Among those listed so far, these contain a thiophene ring, fused or not.
SMILES	FBW7 act	GPR151 ag	MITF primary	TEAD-YAP block
NC(=O)c1c(NC(=O)c2cccnc2Cl)sc2c1CCC2	0.3	0.5	25	-13
CCOC(=O)c1c(NC(=O)CSc2nnc3cc(C)c4ccccc4n23)sc(C)c1C	-0.1	-0.8	-6	0
O=C(CSc1nnnn1-c1cccnc1)NCc1cccs1	0.2	0.1	2	-3
O=c1c2sccc2nc(SCc2cc(=O)n3ccccc3n2)n1Cc1ccc2c(c1)OCO2	0.6	-1.7	8	-3
CCOC(=O)c1cc(C)sc1NC(=O)c1cccc(Br)c1	-0.1	-0.8	9	-6
C/C(=N/NC(=O)c1ccncc1)c1cccs1	-0.1	-0.9	-18	-12
Cc1ccc2c(c1)cc(CN(Cc1cccs1)C(=O)NC1CCCCC1)c1nnnn12	0.1	0.3	1	12

Continued.
SMILES	FBW7 act	GPR151 ag	MITF primary	TEAD-YAP block
CSc1ncc(Cl)c(C(=O)Nc2nnc(C(C)C)s2)n1	0.1	2.1	-7	-4
COc1ccc(-n2nc(C(=O)NCC(=O)N3CCN(c4ccccc4OC)CC3)c3ccccc3c2=O)cc1	-0.2	0.6	3	-5
COc1ccccc1/C=C/C1=NC(=C\c2ccc(C(C)C)cc2)/C(=O)O1	0.2	0.1	22	0
CCc1ccc(NC(=O)CSC2=C(C#N)C(c3ccc(C(C)C)cc3)CC(=O)N2)cc1 (configuration not stated)	0.1	3.2	10	6
CC1=NN(c2cccc(C(=O)O)c2)C(=O)/C1=C\c1ccc(-c2cccc(C(=O)O)c2)o1	-0.7	1.9	62*	-20
COc1ccccc1N(CC(=O)Nc1cccc2ccccc12)S(=O)(=O)c1ccc(C)cc1	-0.1	-1.6	-6	0
Cc1[nH]c2ccccc2c1C(=O)CN1C(=O)C(=O)N(Cc2ccco2)C1=O	-0.1	-0.5	-3	-8
COc1ccc(C)cc1NC(=O)C/C(C)=N/NC(=O)C(C)C	-0.1	0.1	-4	-19
CCC(=O)Nc1c(C)nn(C(=O)CC)c1C	0.4	-0.7	10	-5
CCOC(=O)c1c(NC(=O)Cn2cnc([N+](=O)[O-])n2)sc2c1CCCC2	0.1	1.0	5	14
COc1ccc(CCC(=O)N2CCC3(CC2)OCc2ccccc2O3)cc1	-0.4	3.7	0	-5
COc1ccc(C)cc1-n1c(C)nc2cc(C(=O)NC3CCCC3)ccc21	0.0	1.0	1	-5
COCCCn1c(=NC(=O)c2ccco2)c(C#N)cc2c(=O)n3ccccc3nc21	-0.8	0.6	4	0
COc1ccc(S(=O)(=O)N(CC(=O)NCc2ccccn2)C2CCCCC2)cc1OC	-0.2	-0.4	-2	8
CC(C)C(=O)Nc1nc(-c2ccc(F)cc2)cs1	-0.1	0.7	-13	-29
CCC(C)NC(=O)CN(Cc1ccccc1)S(=O)(=O)c1ccc(OC)cc1 (configuration not stated)	0.0	1.5	5	-2
COc1ccc(CNCc2ccc(SC)cc2)cc1OC	-0.1	-0.3	41	1
COCCNC(=O)c1ccccc1NC(=O)Nc1cccc(Cl)c1	0.1	-1.1	-6	-7
CC1(C)CC(=O)C=C(C(=O)N2CCCC(CCC(=O)NCc3ccccc3F)C2)O1 (configuration not stated)	0.2	-0.8	20	-4
C/C(=N\Nc1ccc(S(N)(=O)=O)cc1[N+](=O)[O-])c1ccc(O)cc1O	-0.4	0.9	-3	7
COc1cccc(NC(=O)CSc2nc3ccc(OC)cc3[nH]2)c1	-0.1	-2.1	-3	2
O=C(Nc1ccc(F)cc1F)c1cc2ccccc2c(=O)o1	-0.1	-0.6	-3	-18
C=CCN=c1scc(-c2ccco2)n1/N=C/c1cccs1	-0.5	1.0	22	34*
O=C(CSc1nnc2ccccn12)NC(c1ccccc1)c1ccccc1	0.3	-0.7	8	0
CCCCOC(=O)c1nc[nH]c1C(=O)OCCCC	0.1	0.0	8	-5
